High-throughput results from PubChem.
Spn DPM-DC inh = S. pneumoniae DPM-DC inhibition. actives 0.49% (n = 65,000). purified DPM-DC, PK/LDH coupled NADH fluorescence. calls only at 10 µM. AID 556;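 active = the 320 compounds with the highest percent inhibition in the single-dose primary screen, excluding strongly autofluorescent ones, cut at about 32% in these data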;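 also: kinetic rate of NADH fluorescence loss reporting ADP formed by the decarboxylase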
Bfl-1 inhibitors = Bfl-1 inhibitors, primary screen, biochemical, fluorescence polarization, FITC-Bid, mouse (AID 432); FITC-Bid BH3 peptide fluorescence polarization displacement; higher % means a stronger effect; displacement, % at 20 µM; hits with a dose series show IC50 in µM; actives 0.02% (n = 64,000); in the data active = a potency from the dose series; inactive = the rest, 99 in 100 with displacement below about 15%; also: strong numbers were not always called active
HPDE-C7K KRASV12 = viability loss of HPDE-C7K cells – cell-based, fluorescence, HTS, primary screen (AID 431); actives 1.7% (n = 63,000); HPDE-C7K KRASV12 cells, Alamar Blue viability, 48 h; higher % means a stronger effect; cytotoxicity, % at 10 µM; hits with a dose series show EC50 in µM;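 active = compounds whose percent cytotoxicity in the single-dose primary screen, scaled between solvent and toxic-drug controls, exceeds 50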;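 also: 0% = DMSO solvent wells and 100% = doxorubicin-treated wells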
PMK inhibit = inhibitors of Streptococcus pneumoniae phosphomevalonate kinase. purified PMK, PK/LDH-coupled NADH absorbance 340 nm. inhibition, % at 10 µM. actives 0.49% (n = 65,000). AID 539;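 active = top-ranked compounds by inhibition in the single 10 µM screen, taking a fixed number of the strongest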;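 also: 0% = full reaction with DMSO carrier and 100% = background rate without enzyme reaction; no value below 0 was filed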
Alkaline phosphatase = inhibition of tissue-nonspecific alkaline phosphatase – biochemical, luminescent (AID 518); actives 0.09% (n = 64,000); purified TNAP enzyme, luminescent substrate readout; higher % means a stronger effect; one-dose inhibition, % at 20 µM; IC50 in µM for titrated hits; in the data active = a potency from the dose series; inactive = the rest, 99 in 100 with inhibition below about 22%;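 also: plate controls were vehicle for no effect and reference inhibitor for full effect; many of its hits are not listed in these tables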
HT1080 cytotoxicity = HT1080 cell viability loss – fluorescence readout (AID 620) | HT1080 viability, fluorescence; higher % means a stronger effect | cytotoxicity, % at 10 µM, or EC50 in µM where a hit was titrated | actives 0.42% (n = 87,000);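 also: cells exposed to compound overnight then 4 h with Alamar Blue; 0% = vehicle DMSO and 100% = killing control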
HPDE-C7 cytotoxicity = HPDE-C7 pancreatic duct cell viability loss – fluorescence, HTS (AID 430). HPDE-C7 pancreatic duct cells viability, fluorescence; higher % means a stronger effect. actives 1.8% (n = 63,000). cytotoxicity, % at 10 µM, or EC50 in µM where a hit was titrated;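 also: cells exposed to compound for 48 hours before viability readout; 0% = vehicle and 100% = reference cytotoxic drug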
LYP inhibition = inhibition of human PTPN22 tyrosine phosphatase – biochemical, DiFMUP fluorescence, recombinant catalytic domain, 10 µM, primary screen (AID 606) | 52,000 tested, under 10 active | recombinant LYP catalytic domain, DiFMUP fluorescence; higher % means a stronger effect | inhibition, % at 10 µM; hits with a dose series show IC50 in µM;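 active = IC50 under 40 µM in the dose-response test; inactive = IC50 of 40 µM or more, or never dose-tested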
MK inhibit = inhibitors of Streptococcus pneumoniae mevalonate kinase | inhibition, % at 10 µM | actives 0.48% (n = 65,000) | purified MK, PK/LDH-coupled NADH absorbance 340 nm;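 active = ranked among the strongest by inhibition in the single 10 µM screen, a fixed top-ranked set picked for dose follow-up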; also: no value below 0 was filed
PMK inhibit pilot replicates = recorded beside PMK inhibit, whose call it bears; inhibition, %; measured here: pilot screen replicates
MK inhibit pilot replicates = also measured in MK inhibit; calls as there; inhibition, %; measured here: pilot screen replicates
Spn DPM-DC inh pilot screen % = second read-out of Spn DPM-DC inh, no call of its own (marks repeat the call); inhibition, %; measured here: pilot screen trials
* marks the source's active call; other numbers are inactive results; i = inactive; / = not tested or not shown. Rule as the data show it, unless noted: active = cytotoxicity above about 50%; inactive = the rest. Compounds as they come, and some 3.5% of all compounds hit somewhere here.

SMILES | Spn DPM-DC inh | Bfl-1 inhibitors | HPDE-C7K KRASV12 | PMK inhibit | Alkaline phosphatase | HT1080 cytotoxicity | HPDE-C7 cytotoxicity | LYP inhibition | MK inhibit | others
CC1Cc2ccccc2N1C(=O)COC(=O)Cn1cnc2ccccc2c1=O (centres undefined) | i | 4% | -4% | 12 | 11% | 7% | -13% | / | 6
CN(C)c1nc(N)nc(CSc2nnnn2-c2cccc3ccccc23)n1 | i | -1% | 14% | 5 | 25% | 11% | 19% | -23% | 8 | PMK inhibit pilot replicates=4.0;MK inhibit pilot replicates=0.0;Spn DPM-DC inh pilot screen %=2.0
Nc1nnc(SCc2ccc(F)cc2)s1 | i | 1% | -8% | 0 | 10% | 3% | -17% | / | 0
C/C=C/Cn1c(SCc2ccc(C)cc2)nc2c1c(=O)[nH]c(=O)n2C | i | -10% | 58%* | 18 | 12% | 2% | 47% | 11% | 1
Cn1c(=O)c2c(nc(CN3CCN(c4cccc(Cl)c4)CC3)n2CCc2ccccc2)n(C)c1=O | i | / | / | 14 | / | -8% | / | 19% | 8
COC(=O)c1cc(OC)c(OC)cc1NC(=O)c1ccccc1 | / | -9% | -7% | 3 | 5% | 10% | -16% | 10% | 1
Cc1ccc(SCC(=O)NCc2ccco2)cc1 | i | 0% | 0% | 3 | 15% | 1% | 0% | 2% | 9
O=C1CN(C(=O)c2ccc(Br)o2)C(c2ccccc2)c2cc(Cl)ccc2N1 (centres undefined) | i | 11% | 18% | 3 | 5% | -10% | -12% | -11% | 18
CCn1cc(C(=O)NCc2ccco2)c2cc(OC)c(OC)cc2c1=O | i | -1% | 1% | 0 | 5% | -11% | -5% | 1% | 11
O=C(O)c1cc(N2C(=O)C3C4C=CC(C4)C3C2=O)ccc1NCc1cccnc1 (centres undefined) | i | 3% | -7% | 14 | 1% | 3% | -12% | -1% | 0
CCCCCCNc1c(C(=O)OCC)c(=O)[nH]c2ccccc12 | i | -8% | 1% | 10 | 2% | 12% | -14% | / | 1
CCOC(=O)c1[nH]c2cc(OC)c(OC)cc2c1NC(=O)CN1CCN(C)CC1 | / | -8% | -24% | 0 | 0% | -4% | -14% | 3% | 7
CCOC(=O)c1nnn(-c2nonc2OC)c1-c1ccccc1 | i | -12% | 5% | 22 | -5% | -12% | 2% | / | 2
O=S(=O)(Nc1cnc2ccccc2c1)N1CCCCCC1 | i | -3% | 16% | 0 | 16% | -2% | 16% | 4% | 8
O=C1c2cccnc2C(O)N1Cc1ccccc1 (centres undefined) | i | 4% | 0% | 12 | 2% | 8% | -8% | -7% | 8
N#Cc1nc(COc2ccccc2)oc1NCCCn1ccnc1 | i | -11% | -6% | 2 | 13% | 5% | -7% | 5% | 4 | PMK inhibit pilot replicates=3.5;MK inhibit pilot replicates=0.5;Spn DPM-DC inh pilot screen %=4.5
CCCN1C(=O)c2cc(C(=O)NC3CCCC3)ccc2C1O (centres undefined) | i | -2% | -1% | 13 | 9% | -12% | -3% | 5% | 0
COc1ccc(OC)c(C2CC(=O)N3CN(c4cccc(Cl)c4)CSC3=C2C#N)c1 (centres undefined) | i | 1% | 3% | 4 | 1% | -5% | 6% | 5% | 6
Cc1nnc2n(-c3ccccc3)c(=O)c3c4c(sc3n12)COC(C)(C)C4 | i | -2% | -2% | 1 | 0% | 0% | -4% | -6% | 10
CC1CCC(C(=O)NC(C(=O)NCCCN2CCOCC2)C(C)C)CC1 (centres undefined) | i | -3% | / | 9 | 5% | -4% | / | 2% | 13

Overlap with the part before: 2 compounds, then new ones.
SMILES | Spn DPM-DC inh | Bfl-1 inhibitors | HPDE-C7K KRASV12 | PMK inhibit | Alkaline phosphatase | HT1080 cytotoxicity | HPDE-C7 cytotoxicity | LYP inhibition | MK inhibit | others
Cc1nnc2n(-c3ccccc3)c(=O)c3c4c(sc3n12)COC(C)(C)C4 | i | -2% | -2% | 1 | 0% | 0% | -4% | -6% | 10
CC1CCC(C(=O)NC(C(=O)NCCCN2CCOCC2)C(C)C)CC1 (centres undefined) | i | -3% | / | 9 | 5% | -4% | / | 2% | 13
COc1cc(NS(=O)(=O)c2ccc(OC)c(OC)c2)cc(OC)c1 | i | -4% | 18% | 10 | 7% | 11% | 25% | 14% | 5
CN(C)CCNC(=O)c1ccc(COCC(F)(F)F)cc1 | i | 2% | 5% | 1 | 22% | 0% | -7% | 10% | 8 | PMK inhibit pilot replicates=4.0;MK inhibit pilot replicates=2.5;Spn DPM-DC inh pilot screen %=3.5
O=C(Nc1ccc(Cc2ccc(NC(=O)N3CCOCC3)cc2)cc1)N1CCOCC1 | i | -4% | -2% | 10 | 11% | 2% | -33% | 5% | 5 | PMK inhibit pilot replicates=6.5;MK inhibit pilot replicates=0.0;Spn DPM-DC inh pilot screen %=0.0
COCC(=O)Nc1cc(OC)ccc1OC | i | -1% | 16% | 7 | 13% | 14% | 1% | 6% | 3 | PMK inhibit pilot replicates=8.0;MK inhibit pilot replicates=5.0;Spn DPM-DC inh pilot screen %=3.5
CN(Cc1ccccc1)c1nc2c(c(=O)[nH]c(=O)n2C)n1CCCc1ccccc1 | i | -1% | 17% | 11 | -2% | -2% | 13% | / | 8
CC(C)CNS(=O)(=O)c1ccccc1C(=O)N1CCCCC1 | i | -2% | -1% | 5 | 5% | 4% | -14% | 5% | 8
Cc1ccccc1C1CC(=O)NC2=C1C(=O)CCC2 (centres undefined) | i | -7% | 1% | 14 | 12% | 6% | -6% | / | 0
O=c1c2ccccc2nnn1CSc1nnc(COc2ccc(Cl)cc2)n1Cc1ccco1 | i | -3% | 8% | 15 | 7% | -2% | 5% | -1% | 8
O=C1C2C3CCCC3=C3CCCC3C2C(=O)N1c1cccc(Cl)c1 (centres undefined) | i | -5% | -12% | 0 | 11% | 1% | -13% | 1% | 1
CCOC(=O)C1(C(=O)OCC)C(c2ccccc2)CC(O)N1C(C)=O (centres undefined) | i | -4% | 1% | 0 | 14% | 3% | -4% | 3% | 0 | PMK inhibit pilot replicates=2.0;MK inhibit pilot replicates=2.5;Spn DPM-DC inh pilot screen %=3.5
O=C(C(c1ccccc1)c1ccccc1)N1CCOCC1 | i | -6% | -5% | 6 | 10% | 13% | 2% | / | 5
CCOC(=O)c1cc2c(=O)n3cccc(C)c3nc2n(Cc2ccccc2Cl)c1=N | i | 2% | 14% | 9 | 15% | 16% | 5% | 13% | 7
CCOc1ccc(N2C(=O)CC(N3CCC(NC(=O)Nc4ccccc4)CC3)C2=O)cc1 (centres undefined) | i | -14% | 2% | 10 | 6% | 6% | 0% | -4% | 13
CCOc1ccc(N2CC(C(=O)NCc3cccc(C)c3)CC2=O)cc1 (centres undefined) | i | -1% | -1% | 7 | 4% | 0% | -16% | 15% | 1
CN(C)CCNc1nc(-c2ccco2)c2c(c1C#N)CC(C)(C)OC2 | / | -5% | 0% | 4 | 9% | 5% | 3% | 8% | 5
N#CC1=C2SCN(Cc3ccco3)CN2C(=O)CC1c1c(F)cccc1Cl (centres undefined) | i | -9% | 4% | 0 | 13% | -6% | -3% | 3% | 9
CC(C)(C)NC(=O)C(Cc1ccccc1)NS(=O)(=O)c1ccc2c(c1)CCC(=O)N2 (centres undefined) | i | -16% | -12% | 12 | -1% | 2% | -14% | 10% | 1
COc1ccc(/C(O)=C2/C(=O)C(=O)N(CCN(C)C)C2c2ccc(C)cc2)cc1Cl (centres undefined) | i | 1% | -23% | 9 | -2% | 0% | -11% | 6% | 7
O=C(Cn1cc(C(=O)COc2ccccc2)c2ccccc21)NCc1ccco1 | i | -1% | 0% | 6 | 3% | 10% | 5% | 3% | 7
O=C(O)c1cc(-c2ccccn2)n[nH]1 | i | -14% | -2% | 12 | -4% | 7% | -13% | 3% | 9

The list goes on, starting with the last 7 of the part before.
SMILES | Spn DPM-DC inh | Bfl-1 inhibitors | HPDE-C7K KRASV12 | PMK inhibit | Alkaline phosphatase | HT1080 cytotoxicity | HPDE-C7 cytotoxicity | LYP inhibition | MK inhibit | others
CCOc1ccc(N2CC(C(=O)NCc3cccc(C)c3)CC2=O)cc1 (centres undefined) | i | -1% | -1% | 7 | 4% | 0% | -16% | 15% | 1
CN(C)CCNc1nc(-c2ccco2)c2c(c1C#N)CC(C)(C)OC2 | / | -5% | 0% | 4 | 9% | 5% | 3% | 8% | 5
N#CC1=C2SCN(Cc3ccco3)CN2C(=O)CC1c1c(F)cccc1Cl (centres undefined) | i | -9% | 4% | 0 | 13% | -6% | -3% | 3% | 9
CC(C)(C)NC(=O)C(Cc1ccccc1)NS(=O)(=O)c1ccc2c(c1)CCC(=O)N2 (centres undefined) | i | -16% | -12% | 12 | -1% | 2% | -14% | 10% | 1
COc1ccc(/C(O)=C2/C(=O)C(=O)N(CCN(C)C)C2c2ccc(C)cc2)cc1Cl (centres undefined) | i | 1% | -23% | 9 | -2% | 0% | -11% | 6% | 7
O=C(Cn1cc(C(=O)COc2ccccc2)c2ccccc21)NCc1ccco1 | i | -1% | 0% | 6 | 3% | 10% | 5% | 3% | 7
O=C(O)c1cc(-c2ccccn2)n[nH]1 | i | -14% | -2% | 12 | -4% | 7% | -13% | 3% | 9
CN(C)c1ccc(C2OC(=O)C3(CCCC3)C(=O)C2(C)C)cc1 (centres undefined) | i | -7% | -6% | 0 | 12% | -2% | -4% | -3% | 7
Cc1ccc(C2c3c(oc4cc(C)c(C)cc4c3=O)C(=O)N2CCCN2CCOCC2)cc1 (centres undefined) | i | -2% | -5% | 8 | 9% | -2% | -12% | 14% | 0
O=C(NCc1cccnc1)C1CCN(S(=O)(=O)c2cccnc2)CC1 | i | 7% | -9% | 0 | 5% | / | 3% | 7% | 6
Cc1ccc(-n2c3c(cc(C(=O)NC4CCSC4=O)c2=O)C(=O)CC(C)(C)C3)cc1 (centres undefined) | i | -5% | 12% | 13 | 12% | 35% | 7% | 1% | 3 | PMK inhibit pilot replicates=1.0;MK inhibit pilot replicates=4.0;Spn DPM-DC inh pilot screen %=6.0
O=C(CSc1nnc(Cc2ccccc2)o1)N1CCCc2ccccc21 | i | -11% | -3% | 7 | 6% | 0% | -9% | -17% | 4
CCOC(=O)c1[nH]c2ccc(Br)cc2c1NC(=O)CCN1CCCCC1 | i | -5% | 4% | 1 | 7% | 3% | 1% | 9% | 7
CCOc1ccccc1N1CCN(C(=O)Nc2cccc(Cl)c2)CC1 | i | 1% | -2% | 6 | 2% | 3% | -7% | 14% | 9
Cn1c(=NC(=O)C2CC2)sc2cccc(F)c21 | i | 2% | 5% | 12 | 12% | -2% | 0% | 3% | 4
Cc1cccc(-n2ccnc2SCC(=O)Nc2ccc3c(c2)OCCO3)c1 | i | 3% | 16% | 12 | 2% | / | -11% | / | 0
Cc1cc(C)n(-c2nnc(C)n2/N=C/c2ccccc2F)n1 | i | 2% | -8% | 0 | 14% | 1% | 4% | 16% | 6 | PMK inhibit pilot replicates=5.0;MK inhibit pilot replicates=0.0;Spn DPM-DC inh pilot screen %=0.5
CC(C)(C)OC(=O)N1CC2Cc3[nH]c(=O)ccc3C(C2)C1 (centres undefined) | i | -1% | 6% | 0 | 5% | -2% | 3% | -3% | 5
